Pf Dd2 inh = inhibitors of Plasmodium falciparum Dd2 growth; P. falciparum Dd2 growth, SYBR Green, 72 h; Potency, µM (series often up to 28.9 µM), without a hit: at the highest dose activity, negative = inhibition, most hits filed as inhibitors; 120,000 tested, 4.3% active; active means well fitted inhibition curve with a large enough effect; inconclusive means small, poorly fitted or top-dose-only effect; inactive means no such curve, though single readings can be large or run the other way;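 further: plate controls were DMSO vehicle for no effect and reference drug for full effect; nearly all actives have a fitted effect of over 65% in size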
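Infected erythrocytes (Dd2, 0.3% parasitemia, 2.5% hematocrit final) are added to compound in RPMI-1640/Albumax II medium, grown 72 h at 37C in low oxygen, then lysed with saponin/Triton-X containing SYBR Green and read by fluorescence.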
* marks the source's active call; other numbers are inactive results; i = inactive; u = inconclusive; [ ] = another dose, or the depositor's remark. Potency means the concentration at half of the fitted maximal effect.

SMILES	Pf Dd2 inh
Cc1ccc(S(=O)(=O)c2nc(-c3ccccc3)oc2SCC(=O)NC2CCCCC2)cc1	13.0%
Cc1ccc(Cl)cc1N(C)C(=O)C1CCCN(c2ncnc3onc(-c4ccc(F)cc4)c23)C1 (stereo not given)	8.91µM*
COc1ccc(NC(=O)CCc2nnc3n(CC(C)C)c(=O)c4ccccc4n23)cc1	-6.4%
COC(=O)c1cccc(NC(=S)N[C@@H]2C=C[C@@H](c3c(C)nn(-c4ccc(F)cc4)c3C)C2)c1	-19.8%
COc1ccccc1CNC(=O)[C@H]1CN2CCC1C[C@@H]2Cn1cc(CN(C)Cc2ccccc2)nn1 (stereo not given in full)	u
O=C(NCCc1ccccc1)C1CCN(c2ncnc3c2nc2n3CCCCC2)CC1	11.2%
CN1CC(=O)N(c2ccc(Cl)cc2)Cc2c1ncnc2N1CCCCC1	u
Cc1ccc(C(=O)N2CCCC(c3noc(COc4ccccc4)n3)C2)s1 (stereo not given)	u
CCn1nc(-c2ccccc2)c(-c2ccccc2)c(C(=O)Nc2ccccc2C(N)=O)c1=O	i
CCOC(=O)N1CCc2c(sc3c2c(=O)n(-c2ccc(Cl)cc2)c(=O)n3CC(=O)Nc2ccccc2)C1	8.91µM*
CC(=O)c1ccc(NC(=O)CSc2nc(-c3ccccc3F)nc3c2c(=O)n(C)c(=O)n3C)cc1	-6.9%
CCOC(=O)c1cc(-c2ccccc2)n(-c2cccc(C(=O)Nc3ccc(OC)cc3)c2)c1C	-22.1%
O=C1CCN(C2CCCC2)CCCC(c2nc(-c3cccnc3)no2)CCN1 (stereo not given)	0.708µM*
Fc1ccccc1CN1CCCC2(CCN(c3cnccn3)C2)C1 (stereo not given)	u
CN(C)c1ccc(NC(=O)Cn2cc(S(=O)(=O)Cc3cccc(Cl)c3)c3ccccc32)cc1	i

Rewritten field by field: part of the list above.
mol: CN(C)c1ccc(NC(=O)Cn2cc(S(=O)(=O)Cc3cccc(Cl)c3)c3ccccc32)cc1
- Pf Dd2 inh: i

mol: CC(=O)c1ccc(NC(=O)CSc2nc(-c3ccccc3F)nc3c2c(=O)n(C)c(=O)n3C)cc1
- Pf Dd2 inh: -6.9%

mol: Fc1ccccc1CN1CCCC2(CCN(c3cnccn3)C2)C1 (stereo not given)
- Pf Dd2 inh: u

The list goes on:
SMILES	Pf Dd2 inh
Cc1ccc(NC(=O)Cn2nc3n(c2=O)CCCC3)cc1	u
Cc1ccccc1-c1nn2c(=O)cc(CN3CCN(S(=O)(=O)c4ccc(Cl)cc4)CC3)nc2s1	-13.8%
COc1ccc(C(=O)N2CCC3(CC2)c2[nH]c4ccccc4c2CCN3C)c(OC)n1	u
COCCN1CCC(N2CCN(C(=O)C3CCCC3)CC2)C1=O (stereo not given)	12.8%
COc1ccc(C(=O)N2CCOCCNC(=O)CC2)cc1F	-9.6%
CCCn1cc(C(=O)NC(C)c2cnn(-c3cccc(F)c3)c2C)c(C)n1 (stereo not given)	-4.7%
COCCc1noc([C@@H]2CN(CC(C)(C)C)C[C@H]2CO)n1	-19.6%
Cc1ccc(CN2CCC[C@H]2C(=O)N2CCCCCCNC(=O)CC2)s1	u
Cc1cc(C(=O)N2CCC3(CC2)CC(O)CCO3)c(C)o1 (stereo not given)	-1.4%
CCCN(CCC)S(=O)(=O)c1ccc(C(=O)N2CCn3c4c(c5cc(C)ccc53)CCCC42)cc1 (stereo not given)	15.3%[5.79 µM]
O=C(NC1CCCCC1)c1ccc2c(c1)N(Cc1cccc(Cl)c1)C(=O)c1ccccc1S2=O (stereo not given)	u
Cc1ccc(C)c(N2CCN(C(=O)CCc3nnc4n(C)c(=O)c5ccccc5n34)CC2)c1	2.7%
CNC(=O)NCCc1ncc(C)n1C1CCCCCC1	u
CCC(=O)N1CCc2cc(S(=O)(=O)NC(CC(C)C)C(=O)NCc3ccc(C)cc3)ccc21 (stereo not given)	-6.2%
CNC(=O)[C@H]1C[C@H](Oc2cccnc2)CN1C(=O)Nc1ccc2c(c1)OCCO2	i
Cc1cc(F)ccc1NC(=O)Cn1c(C)cc2nc3n(c(=O)c21)CCCCC3	i
O=C(Cc1cccnc1)N1CCC(N2C(=O)C(OCC3CC3)C23CCCCC3)CC1 (stereo not given)	-28.1%
CCCCNC(=O)C1CCCN(Cc2nc(-c3ccc(Cl)cc3)oc2C)C1 (stereo not given)	i
Cc1ccc(C)c(Cn2c3ccccc3c3cnn(CC(=O)N4CCCCC4)c(=O)c32)c1	31.9%[activator]
O=C(c1cccs1)N1CCC(N2C(=O)C3(CCCCC3)C2c2ccncc2)CC1 (stereo not given)	u
Cc1ccc(-c2nc(S(=O)(=O)c3ccc(C)cc3)c(SCC(=O)NC3CCCCC3)o2)cc1	28.2%
O=C(c1cccc2[nH]ccc12)N1CC(Oc2ccc(-c3nc(-c4ccccc4)no3)cc2)C1	-15.4%[5.79 µM]
COCC1CN(Cc2sccc2C)CC12CCNCC2 (stereo not given)	u
Cc1oc(-c2cccc(Cl)c2)nc1CSc1nnc(C)n2c1cc1occc12	0.0%
COc1ccc2c(c1)CN(Cc1ccc(C(F)(F)F)cc1)CC[C@H]1COC(=O)N21	i
O=C(c1cnc2c(c1)N([S+](=O)([O-])c1cccnc1)CCC2)N1CCN(Cc2ccccc2)CC1	5.8%
O=C1NC(=NC2CCCC2)C2(CCN(CC3CC3)CC2)N1c1cc(F)cc(F)c1	-8.1%
CN1CCN(C(=O)Cc2c[nH]c3ncc(-c4ccc(Cl)cc4)cc23)CC1	u
Cc1cccc(N2CCN(C(=O)C3CCCN(S(=O)(=O)c4ccc(Br)s4)C3)CC2)c1C (stereo not given)	u
O=C(NCc1ccc(C(F)(F)F)cc1)c1nc2sccn2c1Br	i
COc1ccc(C2Cn3nnc(-c4nc(-c5ccccc5F)no4)c3CO2)cc1 (stereo not given)	i
O=C1NCCOCCN(C(=O)NC2CCCCC2)[C@@H]2CCCC[C@H]12	11.5%
COC(=O)Cn1c(C2CC(=O)N(c3c(C)cccc3C)C2)nc2ccccc21 (stereo not given)	3.1%
CC(C)c1ccc(NC(=O)c2ccc(NC(=O)CCS(=O)(=O)c3cccs3)cc2)cc1	22.9%
COc1ccc(C(=O)Nc2ccc3nc(SCc4ccc(C)cc4)sc3c2)cc1	-7.6%
CCCS(=O)(=O)N1CCCC(Cn2c(C)nc3cccnc32)C1 (stereo not given)	i
c1ccc(-c2noc(-c3cncnc3NC3CCCCCC3)n2)cc1	u
CNC(=O)[C@H]1C[C@H](Oc2ccccc2)CN1C(=O)CCn1nc(C)cc1C	4.6%
COc1ccc(Cn2c(C(=O)O)c(CNCCc3ccco3)c3ccc(C)cc32)cc1	-10.8%
CNC(=O)C1CCC(Cn2c(=O)c3sccc3n(CC(=O)NCc3ccc(OC)cc3)c2=O)CC1 (stereo not given)	u
Cn1c(Cn2ccnc2)nnc1C1CCCN(C(=O)c2ccc(CO)o2)C1 (stereo not given)	2.0%
COc1ccc(C(=O)N[C@H]2CO[C@H]3[C@@H]2OC[C@@H]3Nc2nccc(-c3cccs3)n2)cc1	-7.8%
CN1C(=O)[C@@H]2C[C@@H](CN2C(=O)CCC(=O)O)Oc2ccccc21	u
Cc1ccc(NC(=O)N2CCC(CC(=O)NCc3ccccc3)C2)cc1C (stereo not given)	i
Cc1ccc(NC(=O)c2cnn3c(C(F)F)cc(-c4ccccc4)nc23)cc1F	8.9%
COc1ccc(-c2cn3c(n2)CO[C@@H](CNC(=O)c2ccccc2OC)C3)cc1	i
O=C(Nc1ccc(OC(F)(F)F)cc1)N[C@@H]1C=C(C(=O)N[C@H]2CCCNC2=O)C[C@@H](O)[C@@H]1O	8.5%
CC(C)CNC(=O)C1COC2(CCC(C)CC2)N1C(=O)c1cccc([N+](=O)[O-])c1 (stereo not given)	u
COc1ccc(-n2nc(C(=O)N3CCN(c4cccc(C)c4)C(C)C3)c3c4ccccc4n(C)c3c2=O)cc1 (stereo not given)	11.2µM*
COc1ccc(CNC(=O)C2Cn3cccc3C(=O)N2)cc1OC (stereo not given)	6.0%
O=C(c1ccccn1)N1CCC2(CC1)NC(=O)N(Cc1ccccc1Cl)C2=O	13.7%
Cc1cccc(CN2C(=O)c3ccccc3S(=O)(=O)c3ccc(C(=O)N4CCN(c5cc(C)ccc5C)CC4)cc32)c1	u
CCN(CC)C(=O)c1sc2c(c1C)c(=O)n(-c1ccc(C)c(C)c1)c(=O)n2Cc1cc(=O)n2c(C)cccc2n1	-7.1%
COCC(=O)N1CCC(C(=O)N2CCC2c2ccccc2)CC1 (stereo not given)	-19.2%
Cc1cc(-c2cc3c(cn2)CN(Cc2cccc(F)c2)CCN3)ccn1	i
COCCN1C(=O)c2ccccc2C(C(=O)Nc2ccc(OC)cc2OC)C12CCCC2 (stereo not given)	-13.7%
CNC(=O)C1(N2CCC[C@H]2C(=O)NC(C)(C)C)COC1	-12.1%[44.1 µM]
CC(C)Oc1ccc(CNC(=O)C2CCN(Cc3cc4ccccc4n3Cc3ccccc3)CC2)cc1	u
CC(C)CNc1ccc2c(n1)C(C)(C(=O)NCc1ccco1)CN(Cc1ccccc1)C2 (stereo not given)	u
CNC(=O)[C@@H]1C[C@@H](N)CN1C(=O)c1cnn(-c2ccccc2OC)c1	11.1%

Later entries.
SMILES	Pf Dd2 inh
CCCCNC(=O)CSc1nc2cc3c(cc2c(=O)n1CCCCCC(=O)NCc1ccc2c(c1)OCO2)OCO3	29.3%
CCOc1ccc(NC(=O)N2CC=C(c3c[nH]c4ccccc34)CC2)cc1	u
OC(c1cccc(C(F)(F)F)c1)c1nc(Nc2ccc(F)cc2)n[nH]1 (stereo not given)	-20.7%[44.1 µM]
Cc1cc2cc(-c3c(C)noc3C)nc(Nc3cccc(F)c3)c2o1	u
COC[C@H]1C[C@@H](NC(=O)c2ccc(C(F)(F)F)cc2)[C@H](O)[C@@H]1O	-5.1%[44.1 µM]
O=C1N(Cc2ccccc2)c2ccccc2C12CCN([S+](=O)([O-])c1ccccc1)C2 (stereo not given)	i
CNC(=O)[C@@H]1CNC[C@H]1C1CCN(C)CC1	9.8%
COCCNC(=O)c1coc(COc2ccc3c(c2)C(c2ccc(C)cc2)N(C(=O)C2CC2)CC3)n1 (stereo not given)	i
Cc1ccc(C)c(N2CCN(C(=O)C3CCC(CNS(=O)(=O)c4ccc(Br)s4)CC3)CC2)c1 (stereo not given)	u
Cc1ccc(-n2cccc2CC(=O)NC(C)(C)C)cc1	i
CCN(CC)S(=O)(=O)c1ccc2c(c1)c(=O)c(C(=O)NCc1ccccc1Cl)cn2C	-0.9%
Cc1ccc(-c2noc(CNC(=O)c3ccc(C(C)(C)C)cc3)n2)cc1	2.0%
Cc1ccccc1-c1nc2scc(CCNC(=O)C(=O)Nc3ccc(F)cc3F)n2n1	i
CC(=O)c1cc(CC(=O)N[C@@H]2COCC[C@@H]2OCc2ccccc2)cs1	7.6%
CC(C)=CCn1c(-c2ccc(F)cc2)cn2cc(C(=O)N3CC[C@H](O)C3)nc2c1=O	u
Cn1nc(C2CCCN(C(=O)Nc3ccc4c(c3)OCCO4)C2)n(C2CCCC2)c1=O (stereo not given)	u
Cc1nnc(N2CCC(C(=O)N3CCCCC3)CC2)c2nn(-c3ccc(Cl)cc3)c(C)c12	10µM*
COc1ccc(CNc2nc3c(-c4cccc(C)c4)nnn3c3ccccc23)cc1	12.7%
CN(C)c1ccc(C(=O)NC[C@H]2O[C@@H](CO)[C@@H](O)[C@H]2N2CCN(c3ccccn3)CC2)cc1	-16.9%
Cc1cc(C)c(NC(=O)Cc2csc(C)n2)c(Cl)c1	33.4%[activator]
COc1cccc2sc(=NC(=O)c3ccc(S(=O)(=O)N4CCCCC4)cc3)n(C)c12	0.8%
COc1ccccc1N1CCN([C@H]2[C@@H]3OC[C@@H](O3)[C@@H](NCc3ccc4c(c3)OCO4)[C@@H]2O)CC1	-9.7%
COc1ccc(Cl)cc1C(=O)NC1CCN(C(=O)c2cc3c(=O)[nH]c(C)cn3n2)CC1	5.01µM*
CNCc1cn(C[C@H]2CC3CCN2C[C@@H]3C(=O)NCc2ccc(F)cc2)nn1 (stereo not given in full)	16.5%[44.1 µM]
Cc1nn(Cc2noc(C(=O)NCc3ccc(F)cc3)n2)c(C)c1Br	7.6%
O=C(NC[C@H]1OC[C@@H](NC2CCC(F)(F)CC2)[C@@H]1O)c1ccccc1	9.8%[44.1 µM]
O=C(c1cccc2nccnc12)N1CCC(Cc2nc(-c3ccccc3)n[nH]2)CC1	-2.0%
CC(=O)N1C2CCC1CN(C(C)C)C2	6.9%[44.1 µM]
Cc1ccc(NC(=O)CC2Sc3ccc(C(F)(F)F)cc3NC2=O)cc1 (stereo not given)	66.4%[activator]
CCc1ccc(C(=O)c2c(N)c(-c3nc(-c4ccc5c(c4)OCO5)cs3)c3ccccn23)cc1	-26.8%
N#Cc1ccc(C(=O)Nc2ccc([C@H]3OCC(=O)N(C4CCOCC4)[C@@H]3CO)cc2)cc1	-18.5%
CCOc1ccc(CNC(=O)Cn2nc(C)c3c(C)n(-c4ccc(C)cc4)nc3c2=O)cc1	i
CCC(CC)N(CC)C(=O)CC1COc2ccc(C(=O)N(C)C)cc2N1C (stereo not given)	-5.5%
O=C(C1CCC(=O)N(C2CCCC2)C1)N1CC(OCc2ccccc2F)C1 (stereo not given)	-14.1%
O=C1NCCCCCN(C(=O)C2CC=CC2)[C@H]2CCC[C@@H]12	2.5%

High-throughput results deposited in PubChem BioAssay by National Center for Advancing Translational Sciences (NCATS).

Only part of the results is shown (hit frequency here may not be typical).
